From PubChem
TrxR1 substrate: is turned over as a substrate by rat TrxR1; Potency, µM (series often up to 114 µM), inactives show at the highest dose activity change, negative = substrate turnover; 0.01% of 390,000 active; O89049; purified TrxR1 substrate turnover, NADPH consumption readout; further: potency means the concentration at half of the fitted maximal effect; on the % scale 0 is the no-effect control and ±100 the full control effect; nearly all actives have a fitted effect of over 50% in size
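Rat TrxR1, dispensed at 90 nM, was prereduced with 400 uM NADPH (final) for 5 min at ~22 deg C, then incubated with compound 15 min before 400 uM selenite. A first-read NADPH fluorescence drop versus no-compound background flagged substrates.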
TrxR1 inh: rat TrxR1 inhibition; 1% of 390,000 active; AID 588453; Potency, µM (top dose mostly 114 µM), inactives show at the highest dose activity change, negative = inhibition, hits mostly inhibitors; O89049; recombinant rTrxR1, NADPH fluorescence consumption, selenite substrate; further: potency means the concentration at half of the fitted maximal effect; on the % scale 0 is the no-effect control and ±100 the full control effect; nearly all actives have a fitted effect of over 65% in size
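Rat TrxR1 (90 nM in the dispensed reagent) was pre-reduced with 400 uM NADPH for 5 min at room temperature, then incubated with compound for 15 min. After 400 uM selenite was added, NADPH fluorescence (Ex 340/Em 450 nm) was followed for 8 min.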
PGK inhibitor: inhibitors of T. brucei phosphoglycerate kinase | PGK/GAPDH coupled, Kinase-Glo luminescence, 60 min | Potency, µM (doses to about 57.5 µM), without a hit: at the top dose activity change, negative = inhibition, usual class: inhibitors | 0.043% of 380,000 active | AID 602233; further: potency means the concentration at half of the fitted maximal effect; on the % scale 0 is the no-effect control and ±100 the full control effect; nearly all actives have a fitted effect of over 60% in size
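Luminescent ATP detection (Kinase-Glo Plus) follows a 60-minute room-temperature incubation, with wells lacking PGK as controls. Buffer: 100 mM TEA (pH 7.6), 5 mM MgCl2, 0.01% Tween-20. Coupling enzyme GAPDH (100 nM final) supplies unstable 1,3-BPG in-well.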
IDH1 R132H inh: inhibitors of human mutant IDH1 R132H | O75874 | AID 602179 | Potency, µM (doses to about 76.6 µM), without a hit: top-dose activity change, negative = inhibition, most hits filed as inhibitors | IDH1-R132H enzyme, NADPH consumption, diaphorase/resazurin fluorescence | 0.093% of 390,000 active; further: potency means the concentration at half of the fitted maximal effect; on the % scale 0 is the no-effect control and ±100 the full control effect; nearly all actives have a fitted effect of over 65% in size
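IDH1-R132H (0.5 ug/mL) preincubated 30 min with compound, then NADPH (0.016 mM) and alpha-KG (2 mM) added; 80 min at RT, pH 7.5. Remaining NADPH coupled via diaphorase/resazurin to fluorescence (540/590 nm); concentration-response curves normalized to no-enzyme control.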
Pin1 inhibitor: human Pin1 inhibition; 0.009% of 390,000 active; Potency, µM (series often up to 115 µM), for the others: at the highest dose activity, negative = inhibition, most hits filed as inhibitors; Q13526; Pin1 FP peptide displacement, HiFluor488, 10 min; AID 504891; active means well fitted inhibition curve with a large enough effect in the polarisation, with a control signal flat, not every such curve was filed as active; inconclusive means small, poorly fitted or top-dose-only effect, or effect the other way, or a change in a side signal; inactive means no such curve, though single readings can be large or run the other way; the % refers to the polarisation; further: potency means the concentration at half of the fitted maximal effect; on the % scale 0 is the no-effect control and ±100 the full control effect
Target sequence (Q13526 whole entry, looked up): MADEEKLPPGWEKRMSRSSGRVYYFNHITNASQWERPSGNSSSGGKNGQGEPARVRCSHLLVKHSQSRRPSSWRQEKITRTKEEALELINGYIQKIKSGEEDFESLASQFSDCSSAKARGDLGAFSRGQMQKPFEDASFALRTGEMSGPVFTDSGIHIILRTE
HP1b binding inh: blocks HP1-beta chromodomain binding to methylated histone tails; P83916; AlphaScreen HP1-beta / biotin-H3K9me3 peptide binding; Potency, µM (top dose mostly 114 µM), for the others: top-dose activity change, negative = inhibition, most hits filed as inhibitors; 0.56% of 390,000 active; further: potency means the concentration at half of the fitted maximal effect; nearly all actives have a fitted effect of over 70% in size; inactives centre near 23
Target sequence (P83916 whole entry, looked up): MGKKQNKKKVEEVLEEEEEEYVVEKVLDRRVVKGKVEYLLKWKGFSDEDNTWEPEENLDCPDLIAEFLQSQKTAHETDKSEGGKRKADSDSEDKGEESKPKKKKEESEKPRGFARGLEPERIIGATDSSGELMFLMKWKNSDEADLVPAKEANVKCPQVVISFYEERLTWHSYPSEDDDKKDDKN
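Compound inhibition of the preformed complex between 50 nM HP1-beta and 50 nM biotinylated H3K9me3 peptide was read by AlphaScreen. Buffer was PBS pH 7.4 with 0.01% Tween-20. Incubations ran 30 min at room temperature, with 10 ug/mL donor/acceptor beads.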
PI4K2A inh: inhibitors of human PI4K2A; Q9BTU6; purified PI4K2A, ADP-Glo luminescence, 1 h; active compounds read low; activity change, negative = inhibition, % at 76.9 µM; 0.13% of 420,000 active; AID 1346378; in the data active means activity change below about -50%; inconclusive means mostly about -30% to -49%;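 further: -100% = wells without enzyme as full effect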
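ADP-Glo luminescence measured ADP generated by PI4K2A enzyme (4 ug/mL before mixing) with 1.2 mM PI substrate (pre-mix) and 300 microM ATP (pre-mix). Tris pH7.5 buffer with MgCl2, Triton X-100; 1 h reaction at ambient temperature.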
GLS inh: glutaminase GLS (human) inhibition; O94925; GLS enzymatic activity, qHTS titration; Potency, µM (top dose mostly 45.5 µM), for inactives: at the top dose activity change, negative = inhibition, most hits filed as inhibitors; 0.21% of 410,000 active; AID 624170; further: potency means the concentration at half of the fitted maximal effect; on the % scale 0 is the no-effect control and ±100 the full control effect
Target sequence (O94925 whole entry, looked up): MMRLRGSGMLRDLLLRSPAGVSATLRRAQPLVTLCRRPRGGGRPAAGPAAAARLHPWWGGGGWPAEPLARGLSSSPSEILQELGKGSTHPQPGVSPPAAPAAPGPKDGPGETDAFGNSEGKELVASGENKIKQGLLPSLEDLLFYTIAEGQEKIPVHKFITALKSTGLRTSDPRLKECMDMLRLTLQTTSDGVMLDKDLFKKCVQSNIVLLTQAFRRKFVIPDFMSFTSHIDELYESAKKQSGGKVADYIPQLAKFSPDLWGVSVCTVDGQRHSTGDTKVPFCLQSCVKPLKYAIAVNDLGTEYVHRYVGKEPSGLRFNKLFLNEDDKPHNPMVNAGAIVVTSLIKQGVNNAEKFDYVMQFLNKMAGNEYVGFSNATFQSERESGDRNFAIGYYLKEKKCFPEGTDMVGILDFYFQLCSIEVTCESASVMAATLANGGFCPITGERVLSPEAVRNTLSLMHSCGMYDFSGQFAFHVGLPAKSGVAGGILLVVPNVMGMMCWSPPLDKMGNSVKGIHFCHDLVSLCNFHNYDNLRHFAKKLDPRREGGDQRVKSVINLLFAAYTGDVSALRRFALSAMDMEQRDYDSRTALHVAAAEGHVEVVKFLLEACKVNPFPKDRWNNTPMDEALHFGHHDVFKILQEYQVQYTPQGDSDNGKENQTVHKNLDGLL
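Read-out is an Amplex red fluorescence increase coupled through glutamate oxidase and HRP, measured before and after 30 min room-temperature incubation. hKGA is in 45 mM KH2PO4 (pH 8.2) with 0.02% Tween-20; glutamine added as 1mM solution.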
USP1 inh: inhibitors of human USP1/UAF1 deubiquitinase | O94782 | recombinant USP1/UAF1, Ub-Rhodamine cleavage fluorescence | Potency, µM (doses to about 57.1 µM), inactives show at the highest dose activity change, negative = inhibition, hits mostly inhibitors | 0.23% of 390,000 active; further: potency means the concentration at half of the fitted maximal effect; on the % scale 0 is the no-effect control and ±100 the full control effect; nearly all actives have a fitted effect of over 60% in size; inactives centre near -12
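Step one: compound is pinned into 1nM USP1/UAF1 in HEPES pH 7.8 buffer with TCEP. Step two: 15 min room-temperature incubation. Step three: Ub-Rho (150nM final) starts cleavage, tracked by fluorescence over six one-minute reads.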
Numbers without * were called inactive; i = inactive; ? = inconclusive; . = no result given; [ ] = remark or other dose. Unless noted, the call rests on the fitted dose curve; in most records, active means well fitted curve in the direction sought with a large enough effect; inconclusive means small, poorly fitted or top-dose-only effect, or another doubt; inactive means no such curve, though single readings can be large; an effect the other way counts as inactive or inconclusive.

SMILES	TrxR1 substrate	TrxR1 inh	PGK inhibitor	IDH1 R132H inh	Pin1 inhibitor	HP1b binding inh	PI4K2A inh	GLS inh	USP1 inh
COc1ccccc1S(=O)Cc1ccc(C(=O)O)o1 (centres undefined)	10%	?	-1%	1%	-10%	40%[activator]	10	-8%	-11%
Cc1ccc(CN(C(=O)c2csnn2)C(C(=O)NC2CCCC2)c2ccccn2)cc1 (centres undefined)	-1%[57.1 µM]	-6%[57.1 µM]	-4%	5%	4%	-5%	2	-11%	-13%
CC(=O)Nc1cccc2cc(O)ccc12	-5%	2%	-4%	-8%	?	?	-6	6%	-19%
CC(CCc1ccccc1)NC(=O)COC(=O)c1ccc(NC(N)=O)cc1 (centres undefined)	5%	23%	-1%	13%	10%	20%	3	-8%	-4%
CCOC(=O)c1c(S(=O)(=O)N2CCN(c3ccccc3OC)CC2)c(C)n(C)c1C	-5%	-2%	-1%	22%	1%	-16%	0	1%	?
COc1ccc(NC(=O)Nc2cccs2)cc1OC	12%	-12%	-5%	-2%	13%	-24%	-1	9%	-23%
COc1cccc(Nc2nnc(SCn3nnc4ccccc4c3=O)s2)c1	-2%	-16%	i[11.5 µM]	0%	10%	13%	1	9%	-7%
O=C(OCc1nnc(-c2ccccc2)o1)C1CC(=O)N(CCc2ccccc2)C1 (centres undefined)	-8%	-12%	-2%	-1%	1%	26%	-2	-1%	3%
COCCNC(=O)c1onc(CSc2cccc(OC)c2)c1C(=O)NCCOC	4%	29%	-4%	21%	-7%	43%[activator]	-1	0%	-15%
CC(C)Cc1nnc(NC(=O)c2cc(-c3ccncc3)nc3ccccc23)s1	-2%	10%	-8%	-3%	11%	5%[57 µM]	2	0%	-10%
CC(CCc1ccccc1)NC(=O)C(=O)N1CCOCC1 (centres undefined)	10%[57.1 µM]	24%[57.1 µM]	3%	6%	-2%	29%	1	1%	-13%
CCc1ccc(NC(=O)CNC(=O)Cn2ccc3ccccc3c2=O)cc1	2%	8%	1%	-4%	-4%	23%	-10	3%	7%
N#Cc1ccc(OCC(=O)n2cc(C(=O)c3cc(Cl)cc(Cl)c3O)cn2)cc1	-2%	12%	-2%	-6%	7%	21%	-6	11%	6%
O=C(c1cc2c(ccc3ccccc32)oc1=O)N1CCCC1	413%[activator]	?	8%	-7%	1%	31%	15	10%	-1%
O=C(CCC(=O)N/N=C/c1ccc(Br)s1)NCc1ccccc1	1%	4%	12%	2%	7%	32%	-1	4%	-4%
Cc1nc2cc3ccccc3cc2n1C	-2%[57.1 µM]	-10%	i	0%	-5%	23%	-1	-7%	-15%
Cc1ccc2[nH]c(C(F)(F)F)cc(=O)c2c1	5%[57.1 µM]	7%[57.1 µM]	i	18%	3%	38%	3	10%	-4%
CCOC(=O)C1(Cc2cccc(OC)c2)CCN(C2CCOCC2)CC1	4%	7%	0%	-4%	2%	-13%	-17	3%	-10%
CCC(=O)N1CCc2cc(S(=O)(=O)NC(C(=O)NC(C)c3ccccc3)C(C)C)ccc21 (centres undefined)	-8%	-9%	-1%	0%	0%	9%	-5	2%	-4%
CCC(NC(=O)c1ccc2nc(Cc3ccc(OC)cc3)oc2c1)c1ccncc1 (centres undefined)	2%	7%	i	6%	-1%	60%[activator]	-5	-1%	-22%

Some of these compounds in order of length of the SMILES, ascending.
SMILES	TrxR1 substrate	TrxR1 inh	PGK inhibitor	IDH1 R132H inh	Pin1 inhibitor	HP1b binding inh	PI4K2A inh	GLS inh	USP1 inh
Cc1nc2cc3ccccc3cc2n1C	-2%[57.1 µM]	-10%	i	0%	-5%	23%	-1	-7%	-15%
CC(CCc1ccccc1)NC(=O)C(=O)N1CCOCC1 (centres undefined)	10%[57.1 µM]	24%[57.1 µM]	3%	6%	-2%	29%	1	1%	-13%
CCc1ccc(NC(=O)CNC(=O)Cn2ccc3ccccc3c2=O)cc1	2%	8%	1%	-4%	-4%	23%	-10	3%	7%
CC(C)Cc1nnc(NC(=O)c2cc(-c3ccncc3)nc3ccccc23)s1	-2%	10%	-8%	-3%	11%	5%[57 µM]	2	0%	-10%
CCC(NC(=O)c1ccc2nc(Cc3ccc(OC)cc3)oc2c1)c1ccncc1 (centres undefined)	2%	7%	i	6%	-1%	60%[activator]	-5	-1%	-22%
O=C(OCc1nnc(-c2ccccc2)o1)C1CC(=O)N(CCc2ccccc2)C1 (centres undefined)	-8%	-12%	-2%	-1%	1%	26%	-2	-1%	3%
N#Cc1ccc(OCC(=O)n2cc(C(=O)c3cc(Cl)cc(Cl)c3O)cn2)cc1	-2%	12%	-2%	-6%	7%	21%	-6	11%	6%
CCOC(=O)c1c(S(=O)(=O)N2CCN(c3ccccc3OC)CC2)c(C)n(C)c1C	-5%	-2%	-1%	22%	1%	-16%	0	1%	?
CCC(=O)N1CCc2cc(S(=O)(=O)NC(C(=O)NC(C)c3ccccc3)C(C)C)ccc21 (centres undefined)	-8%	-9%	-1%	0%	0%	9%	-5	2%	-4%

Next entries.
SMILES	TrxR1 substrate	TrxR1 inh	PGK inhibitor	IDH1 R132H inh	Pin1 inhibitor	HP1b binding inh	PI4K2A inh	GLS inh	USP1 inh
CC1CCN(C(=O)c2ccc(S(=O)(=O)Cc3cc(F)ccc3F)c([N+](=O)[O-])c2)CC1	-31%[57.1 µM]	10µM*	i	4%	-7%	12%	8	-8%	-18%
Cn1c(=O)n(CC(=O)N2CCN(c3nnc(-c4ccccc4)c4ccccc34)CC2)c2ccccc21	-7%	4%	-8%	-3%	-6%	2%	-3	8%	2%
CC(C)OC(=O)c1cccnc1N1CCN(c2ccc(F)cc2)CC1	3%	22%	i	6%	0%	40%[activator]	-1	3%	-16%
Nc1nnc(SCC(=O)Nc2cc(C(F)(F)F)ccc2N2CCOCC2)s1	11%	23%	-5%	11%	-4%	24%	1	7%	5%
CN1C(=O)C(C)(C)N(C(=O)c2cccc([N+](=O)[O-])c2)c2ccccc21	1%	12%	i	-1%	-14%	10%	2	0%	-23%
COC(=O)c1ccccc1NC(=O)CSc1nnnn1C	-3%	-13%	-6%	2%	-3%	26%	4	-11%	-7%
CCOC(=O)C1CCN(C(=O)CCc2c(C)nc3cc(-c4ccccc4)nn3c2C)CC1	15%	14%	i	5%	-2%	40%[activator]	-6	-2%	?
CC1CCCN(C(=O)c2ccc3c(=O)n(C4CCCC4)c(=S)[nH]c3c2)C1 (centres undefined)	-6%	-16%	-2%	0%	-5%	19%	0	-5%	-26%
COc1ccc(C(=O)OCC(=O)N2CCCCCC2)cc1S(=O)(=O)N1CCOCC1	2%	24%	-4%	-7%	-8%	30%	1	-2%	-3%
Cc1oc2c(c(C)cc3oc(=O)c(CC(=O)NCCCO)c(C)c32)c1C	46%[activator]	40%	.	-2%	0%	15%	1	-5%	-17%
O=c1c2ccccc2cnn1-c1ccc(Cl)nn1	-5%	13%[57.1 µM]	4%	-3%	-7%	68%[activator]	3	1%	-9%
COc1ccccc1NCc1ccc([N+](=O)[O-])s1	-11%	-25%	i	3%	0%	?	2	3%	-10%
C[C@H](NCCc1ccc(O)cc1)[C@H](O)c1ccc(O)cc1	4%	-1%	-11%	12%	3%	40%[activator]	0	56%[activator]	-17%
O=C(NCCSc1ccc(Cl)cc1)c1ccco1	2%	10%	-1%	5%	-8%	33%	0	-2%	-23%
COC(=O)c1ccc(OC(=O)CCN2C(=O)C3C4c5ccccc5C(c5ccccc54)C3C2=O)cc1 (centres undefined)	-6%	3%	4%	-3%	-5%	25%	4	-3%	-24%
CCOC(=O)c1c(C)n(-c2ccccc2)c2ccc(OC(=O)c3ccccc3Cl)cc12	-2%	16%	-12%	-8%	-1%	46%	3	-9%	-26%
CC(C)Cc1nnc(NC(=O)c2ccc3c(c2)OCCO3)s1	-4%	-8%	-1%	15%	3%	25%	6	-7%	-10%
CCC(Oc1ccccc1)C(=O)Nc1cccc(OCc2cc(=O)n3cccc(C)c3n2)c1 (centres undefined)	10%[57.1 µM]	24%[57.1 µM]	-4%	13%	0%	29%[57 µM]	1	-3%	-11%
CC(C)Cn1c(=O)c2ccccc2n2c(CCC(=O)Nc3cccc(Cl)c3)nnc12	-1%	22%	-4%	-12%	-2%	24%	-3	3%	-6%
NC(=O)C1CCN(c2oc(-c3cccs3)nc2S(=O)(=O)c2ccc(Cl)cc2)CC1	-2%	-3%	6%	-1%	6%	-10%	5	63%[activator]	-20%
O=C(NNC(=O)c1cccs1)c1ccc(F)cc1	-2%	0%	-10%	-4%	-6%	-5%	3	8%	-32%

Some of the compounds tested, so the mix of outcomes need not match the whole.
